# Tn6 DDE FP – DD(E)-Tn6 binding inhibition, primary FP screen. P02675. Fibrin DD(E) TRITC-Tn6 fluorescence polarization displacement. inhibition, % at 8.3 µM. 370,000 tested, 0.21% active. AID 720509;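 active means inhibition above a per-campaign cutoff: mean of compounds within control limits plus 3 SD, cut at about 15% in these data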;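 further: 0% = median of all compound wells on the plate and 100% = blocking peptide control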
# PLC-gamma1 inh – inhibitors of human phospholipase C gamma1; AID 720700; 370,000 tested, 0.84% active; purified PLC-gamma1, fluorogenic substrate, fluorescence; P19174; inhibition, % at 12.2 µM; in the data active means inhibition above about 9.5%
# Target sequence (P19174 whole entry, looked up): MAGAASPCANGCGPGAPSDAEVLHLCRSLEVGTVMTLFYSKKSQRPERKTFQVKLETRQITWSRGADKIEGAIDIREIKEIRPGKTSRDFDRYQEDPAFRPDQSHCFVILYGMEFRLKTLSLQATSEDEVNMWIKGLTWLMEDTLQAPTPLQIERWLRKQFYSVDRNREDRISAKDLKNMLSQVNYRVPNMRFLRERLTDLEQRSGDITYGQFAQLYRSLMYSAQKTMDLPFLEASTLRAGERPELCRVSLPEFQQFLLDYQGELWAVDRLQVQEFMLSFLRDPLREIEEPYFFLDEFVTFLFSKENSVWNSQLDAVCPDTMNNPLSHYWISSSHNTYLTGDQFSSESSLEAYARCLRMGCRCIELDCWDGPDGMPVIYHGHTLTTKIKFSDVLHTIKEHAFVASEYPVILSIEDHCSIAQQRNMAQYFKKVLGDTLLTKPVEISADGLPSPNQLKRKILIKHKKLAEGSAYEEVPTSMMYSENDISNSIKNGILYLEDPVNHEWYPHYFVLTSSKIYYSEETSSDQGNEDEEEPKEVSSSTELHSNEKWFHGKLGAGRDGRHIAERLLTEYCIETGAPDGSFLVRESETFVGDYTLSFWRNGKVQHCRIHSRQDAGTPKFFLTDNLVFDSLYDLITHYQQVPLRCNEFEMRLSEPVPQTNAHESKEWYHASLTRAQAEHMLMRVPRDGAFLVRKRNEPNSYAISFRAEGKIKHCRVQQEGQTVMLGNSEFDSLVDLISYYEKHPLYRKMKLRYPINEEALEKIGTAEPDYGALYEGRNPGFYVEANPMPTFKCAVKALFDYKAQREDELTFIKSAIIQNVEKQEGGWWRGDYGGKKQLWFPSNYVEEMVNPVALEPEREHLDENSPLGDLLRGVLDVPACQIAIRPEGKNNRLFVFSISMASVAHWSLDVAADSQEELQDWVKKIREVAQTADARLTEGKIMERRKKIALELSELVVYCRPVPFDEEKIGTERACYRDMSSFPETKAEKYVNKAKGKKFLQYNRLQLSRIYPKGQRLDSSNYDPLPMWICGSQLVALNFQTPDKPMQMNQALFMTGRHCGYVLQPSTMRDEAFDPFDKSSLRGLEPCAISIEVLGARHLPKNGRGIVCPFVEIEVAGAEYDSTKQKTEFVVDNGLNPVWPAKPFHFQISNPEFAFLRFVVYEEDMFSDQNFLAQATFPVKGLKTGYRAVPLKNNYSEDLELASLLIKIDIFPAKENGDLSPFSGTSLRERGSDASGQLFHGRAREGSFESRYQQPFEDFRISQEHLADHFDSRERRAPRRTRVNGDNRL
# ASAP1 GAP inh – ASAP1 ArfGAP inhibition; ASAP1-stimulated ARF1 GTP hydrolysis, GDP FP detection; inhibition, % at 16.5 µM; 360,000 tested, 0.19% active; AID 624377; in the data active means inhibition above about 25%;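 further: 0% = vehicle with enzyme and substrate and 100% = no enzyme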
# Tn7 DDE FP – DD(E)-Tn7 binding inhibition, primary FP screen | P02675 | FP displacement of FITC-Tn7 peptide from fibrin DD(E); 0% = median of compound wells per plate | inhibition, % at 8.3 µM | 370,000 tested, 0.13% active;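 active means inhibition above the mean of compounds falling within the control limits plus 3 SD of them, cut at about 14% in these data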;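 further: 0% = plate median of compound wells and 100% = 10 µM Aha-Tn7 peptide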
#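 Measure: % inhibition scaled between sample-field median and high-control FP; Test system: human fibrin DD(E); Quantity: 2 µM final DD(E) protein; Doses: one dose, 8.3 µM nominal; Schedule: compound with protein 10 min, then 3 h after probe, room temperature; Detection: fluorescence polarization; Medium: Tris buffer with calcium and detergent, pH 7.8.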
# PLCb3 inh – inhibitors of human phospholipase C beta3; Q01970; Purified PLC-beta3, fluorogenic substrate, fluorescence; inhibition, % at 12.2 µM; 370,000 tested, 0.18% active; in the data active means inhibition above about 11%;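 further: 0% = median of compound wells on plate and 100% = full blocker control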
# proKLK7 act – activates the human kallikrein-7 zymogen; P49862; purified proKLK7, EDANS-DABCYL substrate fluorescence; 100% is mature enzyme control, 0% vehicle; activation, % at 7 µM; 370,000 tested, 0.9% active; AID 652039;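 active means activation above the mean of all tested compounds plus 3 SD, computed per campaign excluding outliers beyond control limits, cut at about 13% in these data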
# ARFGAP1 inhibitor – inhibits rat ARF GTPase activating protein 1 | Q62848 | Arfgap1-stimulated ARF1 GTP hydrolysis, GDP FP detection | inhibition, % at 16.5 µM | 360,000 tested, 0.26% active | AID 651572;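 active means inhibition above a per-plate limit, mean inhibition of low control wells plus 3 SD, cut at about 25% in these data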;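 further: 0% = DMSO wells with enzyme and 100% = wells lacking Arfgap1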
#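 Repeats: one replicate per compound; assay system: rat Arfgap1 catalytic domain, aa 1-136; times: enzyme reaction 120 min at 25 °C after 20 min preincubation; detection: FP of antibody-bound GDP Alexa 633 tracer, ex 620/em 688 nm; benchmarks: high control wells lacking Arfgap1, low control full reaction with DMSO; reagent: human ARF1(Δ1-17)-GTP substrate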
# Rev-erbA mod – Rev-erb alpha (human) modulation; Rev-erbα–FITC-DNA binding, fluorescence polarization, 90 min; activity, % at 10 µM; 370,000 tested, 0.79% active; AID 1259318;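 active means activity above about 14%, limit read from the data; passing the limit was not always enough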;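 further: 0% = DMSO wells with 35 nM protein and 100% = DMSO wells with 750 nM protein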
# UHRF1 MBD2 ctr – UHRF1 methyl-DNA binding inhibition | Q96T88 | UHRF1 binding to methylated oligo, TR-FRET | 370,000 tested, 0.75% active | inhibition, % at 4.4 µM; in the data active means inhibition above about 21%;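 further: UHRF1 SRA domain binding a hemimethylated CpG hairpin DNA probe; 0% = median of test compound wells and 100% = reference inhibitor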
# sPLA2-III inh – Blocks human group III sPLA2 activity. Q9NZ20. 370,000 tested, 0.56% active. AID 743126. QFRET BODIPY PC-A2 liposome hydrolysis, fluorescence. inhibition, % at 12.2 µM;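 active means inhibition above mean plus 3 SD of compounds lying within the high and low control bounds, cut at about 19% in these data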;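 further: 0% = median of test compound wells and 100% = no enzyme DMSO wells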
# An asterisk follows results filed as active; i = inactive; nt = no result given; & = joins results of further samples.
SMILES,Tn6 DDE FP,PLC-gamma1 inh,ASAP1 GAP inh,Tn7 DDE FP,PLCb3 inh,proKLK7 act,ARFGAP1 inhibitor,Rev-erbA mod,UHRF1 MBD2 ctr,sPLA2-III inh
CC(NC(=O)CSc1ncccn1)c1ccc2c(c1)OCO2 (centres undefined),-3,7,3,5,5,-0.3,0,-1,2,1
CCOC(=O)[C@H]1[C@H]2COc3ccc(Br)cc3[C@@H]2N2C(=O)c3c(C)cc(C)cc3NC(=O)[C@@]12C,-3,9,-2,-4,5,0.6,0,2,-2,3
O=C(CC1SC(N2CCCCC2)=NC1=O)Nc1cccc(C(=O)O)c1 (centres undefined),-7,4,-2,1,-2,-0.1,9,-3,5,14
CCc1ccc(OCC(=O)Nc2nnc(-c3ccco3)s2)cc1,-6,-16,5,-1,-41,-0.1,3,-2,-1,-10
O=C(NC1CCCCC1)NC1CC2CCC(C1)N2C(=S)NCc1ccco1 (centres undefined),-10,-2,0,-5,0,-0.9,15,1,-1,8
O=C(COC(=O)c1ccccc1Br)NCCN1C(=O)CSC1=O,1,-1,-2,3,-3,0.1,3,0,-1,-4
Cc1cc(=O)[nH]c2c1c(-c1ccccc1)nn2C,-1,0,-4,6,-4,-0.3,7,-2,4,12
COC(=O)c1ccc(C(=O)NC2CCCc3c2cnn3-c2ccccc2F)nc1 (centres undefined),3,-2,11,-1,-12,0.1,-2,0,1,0
Cc1occc1C(=O)N1CCCC(Nc2ccc(F)cc2)C1 (centres undefined),-4,0,1,1,-4,0.9,7,-7,-4,3
O=C(NCc1ccccn1)C(=O)NCC1OCCCN1S(=O)(=O)c1cc(F)ccc1F (centres undefined),3,-2,0,1,-8,0.1,1,-1,-1,0
CCOC(=O)c1cc(-c2ccc(F)cc2)n(CC(=O)Nc2nccs2)c1C,-10,4,13,-9,7,0.5,1,2,1,-22
COC(=O)[C@]12C[C@H](CC(=O)NCc3ccc(OC)c(OC)c3)C(=O)N(CCc3ccc(OC)c(OC)c3)C1=C[C@H](C(C)(C)C)O[C@@H]2C,5,4,13,-11,1,0.6,4,1,0,-9
O=C(Nc1ccc(S(=O)(=O)N2CCCCC2)cc1)C1CCCCC1,-2,3,14,3,-6,-0.3,5,3,1,-3
CC(=O)Nc1ccc(CN2C(=O)C(Cc3ccccc3)ON=C2c2ncccc2C)cc1 (centres undefined),-6,1,2,5,6,0.6,6,-1,2,-1
CCC(c1nnnn1C1CCCC1)N1CCN(c2cccc(OC)c2)CC1 (centres undefined),-9,2,3,4,2,-0.5,8,3,-1,-2
C/C(=N\Nc1nccnc1Cl)c1ccc(O)cc1,2,-6,-9,4,-11,-0.1,8,5,0,2
CNc1ccc2ncc(-c3ccccc3C(C)=O)n2n1,-6,-11,9,5,-9,-0.2,3,3,0,-5
CCOC(=O)c1cnc2ccccc2c1Nc1cccc(C(=O)O)c1,-7,-3,-7,0,-9,0.4,-10,0,2,6
Cc1nnc(NC(=O)COc2ccc3c(C)cc(=O)oc3c2)s1,3,-89,-8,12,-114,-11,8,-1,5,4
O=C1c2ccccc2OC2(C=Cc3ccccc3O2)N1Cc1ccccc1 (centres undefined),2,-3,-17,1,-1,-0.2,1,0,8,-2

# Compounds above with bromine (2):
SMILES,Tn6 DDE FP,PLC-gamma1 inh,ASAP1 GAP inh,Tn7 DDE FP,PLCb3 inh,proKLK7 act,ARFGAP1 inhibitor,Rev-erbA mod,UHRF1 MBD2 ctr,sPLA2-III inh
CCOC(=O)[C@H]1[C@H]2COc3ccc(Br)cc3[C@@H]2N2C(=O)c3c(C)cc(C)cc3NC(=O)[C@@]12C,-3,9,-2,-4,5,0.6,0,2,-2,3
O=C(COC(=O)c1ccccc1Br)NCCN1C(=O)CSC1=O,1,-1,-2,3,-3,0.1,3,0,-1,-4

# Continuation.
SMILES,Tn6 DDE FP,PLC-gamma1 inh,ASAP1 GAP inh,Tn7 DDE FP,PLCb3 inh,proKLK7 act,ARFGAP1 inhibitor,Rev-erbA mod,UHRF1 MBD2 ctr,sPLA2-III inh
CC(C)[C@H](NC(=O)OCc1ccccc1)C(=O)OCC(=O)NCCc1ccccc1,12,-2,-13,5,-4,-0.2,0,5,-1,-10
CCCOC(=O)c1ccc(NC(=O)Cc2cccs2)cc1,-1,-7,9,4,-8,-0.3,-8,-3,1,-2
COc1ccccc1NC(=O)CON=C(N)CC(=O)NC1CCCCC1,7,-9,6,2,-17,-0.2,-6,-1,1,3
O=C(CSc1ncccn1)Nn1cnnc1,3,3,10,-2,3,-0.2,9,-1,0,4
CCc1cccc(C)c1NC(=O)C1CCCN1C(=O)NCc1ccccc1 (centres undefined),-5,2,-9,9,-6,0.2,-2,-5,1,-2
Cc1cc(C)c2nc(SCC(=O)Nc3cc(C)on3)c(C#N)cc2c1,0,-8,5,-3,-20,-0.6,18,103*,-2,3
Cc1cc(=O)nc2c3ccccc3n(CC(=O)Nc3ccccc3Br)n12,2,-6,-6,-6,-9,0.5,0,5,1,-7
Cc1cccc(Cn2c(Cc3ccccc3)nc3ccccc32)c1,1,-2,17,8,-4,0.0,-6,4,2,-2
CCc1c(C)nc(SCC(=O)Nc2ccc3c(c2)OCCO3)[nH]c1=O,0,-4,1,5,-7,-0.9,6,5,6,1
C=CC[C@H](CC(=O)NCCO)C(=O)N[C@@H](COC(=O)[C@@H](CC=C)Cc1ccc(F)cc1)Cc1ccccc1,0,0,7,-2,9,0.8,6,2,-2,-15
CCCCCN1CCCCC(NC(=O)c2ccccc2OC)C1=O (centres undefined),4,0,nt,-5,0,-0.2,nt,-3,0,-1
c1ccc(OCc2nn3c(-c4ccncc4)nnc3s2)cc1,-6,5,2,-5,-4,-3.5,10,-3,1,5
CCN(C(=O)CSc1nc2ccccc2o1)C1CCS(=O)(=O)C1 (centres undefined),-1,2,-4,-6,2,-0.5,-10,0,-1,3
CC(Sc1ncccn1)C(=O)NC1(C#N)CCCCC1 (centres undefined),5,1,-12,-2,-2,0.3,-5,3,-1,1
COC(=O)C1CCN(C(=O)c2ccccc2NC(C)=O)CC1,-1,0,6,7,-2,-0.1,-9,1,2,10
CC(=O)n1nc(-c2cccc(C)c2)nc1SCC(=O)Nc1ccccc1,0,0,6,2,-2,0.8,-5,0,-1,-24
C=CCn1c(-c2ccccc2)nc2nc3ccccc3nc21,-5,-46,3,3,-60,2.1,-8,4,0,8
CC1(c2nnc(-c3ccccc3)o2)CC(c2ccncc2)=NO1 (centres undefined),-5,1,-6,6,1,-0.2,-4,-7,0,3
O=C1NC(c2ccccc2)Cc2ccncc21 (centres undefined),0,2,-6,1,-2,-0.5,2,-3,6,8
CCOC(=O)CSc1nc2c(sc3ccc([N+](=O)[O-])cc32)c(=O)n1Cc1ccco1,-1,0,-4,4,2,-0.3,1,-7,0,0
COc1ccc(N2CC(C(=O)Nc3ccc(F)cc3F)CC2=O)cc1 (centres undefined),-3,2,4,-2,3,0.3,7,-4,7,6
C[C@H]1C(=O)N(C)CCN1C(=O)c1cccc(OC2CCN(CC(C)(C)C)CC2)c1,3,-2,0,1,-4,-0.2,-6,-1,-2,5
COc1cc2[nH]c(=O)n(CCCCCC(=O)N3CCN(c4ccccc4)CC3)c(=O)c2cc1OC,5,4,-8,-2,1,-0.3,1,2,2,-3
O=C(c1c[nH]c2ccc(F)cc2c1=O)N1CCCCCC1,-4,0,0,-1,-4,-0.3,6,-1,-3,0
CN1CCN(C(=O)/C(C#N)=C/c2ccc(F)cc2)CC1,-2,2,10,1,-2,-0.4,3,4,1,7
O=C(c1ccccc1-c1nc(-c2ccccc2)no1)N1CCCC1,4,5,2,4,0,-0.5,-3,-7,0,3
O=C(NCc1ccncc1)c1cncc(Br)c1,-8,0,-1,-6,3,0.0,-10,-3,2,2
CC(C)CC1Nc2ncnc(N3CCN(c4ccccn4)CC3)c2N(Cc2ccc(Cl)cc2)C1=O (centres undefined),-5&1,-2&1,10&-1,-6&7,-3&-4,0.4&0.0,-8&0,-4&1,-3&-2,-3&5
COc1ccc(C(=S)N2CCC(C(N)=O)CC2)cc1Br,-3,0,5,5,0,-0.2,-3,1,2,5
Cc1ccc(-n2[nH]c(C)c(C=Nc3ccc(C)cn3)c2=O)cc1,6,2,4,-6,2,-0.1,16,1,-6,-4
Cc1ccc(S(=O)(=O)N2CCC(NC(=O)c3cccc(F)c3)CC2)cc1,-7,7,-14,1,1,-0.2,4,6,-3,-1
COC(=O)c1[nH]c2c(c1C)C(=O)CC(c1ccc(C)cc1)C2 (centres undefined),0,1,22,-4,5,0.1,-4,-8,-2,0
NS(=O)(=O)c1ccc(N2N=C(c3ccccc3)CC2c2cccc(F)c2)cc1 (centres undefined),5,i,10,-7,i,-238,7,-8,0,-23
Cc1ccc(CC(=O)Nc2nccs2)cc1,1,-4,0,11,-9,-0.1,12,-3,4,5
Cc1cc2ccccc2n1CCNCc1c(C(=O)N2CCOCC2)nc2ccccn12,-1,-3,15,2,-13,1.0,-2,1,-1,-7
CC(C)C[C@@H](CN1CCC[C@H]1CN1C(=O)C(=O)NC[C@@H]1Cc1ccc(O)cc1)N1C[C@H](Cc2ccc(O)cc2)N(CCc2ccccc2)C(=O)C1=O,3,0,8,-4,0,0.4,-11,-2,3,-4
NC(=O)C1CCN(c2ccc([N+](=O)[O-])cc2Cl)CC1,2,3,-8,3,-3,0.5,-4,-2,6,4
COc1cc(OC)c2ccc(=O)oc2c1C(CCN1CCCC(C)C1)c1ccc2c(c1)OCO2 (centres undefined),3,-52,5,-5,-78,0.6,-1,-4,-5,1
COc1cccc(/C=N/N2C(=O)CSC2=S)c1O,-5,-27,7,1,-34,-2.0,3,6,-17,-4
O=C(CCCN1C(=O)C(=Cc2ccc3c(c2)OCO3)SC1=S)Nc1ccc(C(=O)O)c(O)c1,2,-4,14,9,-4,-0.4,12,-4,-3,-23
C=C(C)CN(CC)C(=O)CN1C(=O)NC2(CCCc3ccccc32)C1=O (centres undefined),6,1,0,5,-5,-0.4,-6,-3,8,0
Cn1c(CN2CCOCC2)nnc1SCC(N)=O,-4,3,-4,7,0,-0.3,7,0,3,8
O=[N+]([O-])c1cccc(CNC2CCCCCC2)c1,-1,-1,3,-2,-4,-0.1,6,-1,-1,4
CCC(C)(C)n1nnnc1C(c1cc(OC)ccc1OC)N1CCN(Cc2ccccc2)CC1 (centres undefined),-1,0,-4,3,5,0.7,5,-4,-1,-7
